Assay outcomes from PubChem.
p53 PUMA act: mutant p53 pathway re-activators, primary screen, cell-based, SW480, luciferase, single point, HTS; 1.5% of 28,000 active; activation, % at 9.98 µM; AID 624151, 2012; SW480 PUMA-promoter luciferase, p53 mutant reactivation; in the data active means activation above about 52%
STK33 kin inh: STK33 kinase inhibitors, primary screen, biochemical, luminescence, ADP-Glo, MBP substrate; Serine/threonine-protein kinase 33 (Homo sapiens), Q9BYT3; inhibition, % at 12.5 µM; 0.44% of 27,000 active; in the data active means inhibition above about 20%
Target sequence (Q9BYT3 whole entry, looked up): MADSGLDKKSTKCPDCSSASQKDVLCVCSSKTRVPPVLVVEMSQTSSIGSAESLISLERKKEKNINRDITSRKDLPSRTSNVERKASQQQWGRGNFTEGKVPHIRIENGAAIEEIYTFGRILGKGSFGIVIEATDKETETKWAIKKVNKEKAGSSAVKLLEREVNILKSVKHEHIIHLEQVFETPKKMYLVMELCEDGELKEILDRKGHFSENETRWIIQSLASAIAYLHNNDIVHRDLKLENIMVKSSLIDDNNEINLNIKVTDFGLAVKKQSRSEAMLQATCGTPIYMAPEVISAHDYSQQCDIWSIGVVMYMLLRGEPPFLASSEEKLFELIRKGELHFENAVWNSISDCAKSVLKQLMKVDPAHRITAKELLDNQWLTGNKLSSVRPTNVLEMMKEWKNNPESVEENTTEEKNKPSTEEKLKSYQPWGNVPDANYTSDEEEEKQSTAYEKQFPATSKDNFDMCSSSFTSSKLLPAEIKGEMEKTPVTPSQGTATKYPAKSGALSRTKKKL
* hit, by the source's call; x = not tested or not shown. The list is partial; the hit share may differ from the screen's.

SMILES	p53 PUMA act	STK33 kin inh
COc1ccc(NC(=O)N(C)C[C@@H]2Oc3ccc(NS(=O)(=O)c4ccccc4)cc3CC(=O)N([C@H](C)CO)C[C@H]2C)cc1	x	-0.7
Cc1noc(C)c1NC(=O)N(C)C[C@H]1Oc2c(cccc2N(C)C)C(=O)N([C@H](C)CO)C[C@@H]1C	-2.2	x
COc1ccc([Si](C)(C)[C@H]2[C@H](CCn3cc(CCO)nn3)O[C@@]3(C(=O)N(C)c4c(Br)cc(C)cc43)[C@@H]2C)cc1	x	8.9
C/C=C1/[C@H](O[C@@H]2O[C@H](CO)[C@@H](O)[C@H](O)[C@H]2O)OC=C(C(=O)OC)[C@H]1CC(=O)OCC(C)[C@@H]1C[C@H]2OC(=O)C3=CO[C@@H](O[C@@H]4O[C@H](CO)[C@@H](O)[C@H](O)[C@H]4O)/C(=C/C)[C@@H]3CC(=O)OC[C@@H]1[C@H]2C (some centres undefined)	-10.5	-1.2
COc1cc(C(=O)OC2OC(CO)C(O)C(O)C2O)cc(OC)c1OC (centres undefined)	-7.6	0.1
C[C@H]1CN([C@@H](C)CO)C(=O)Cc2cc(NC(=O)NC3CCCCC3)ccc2O[C@H]1CN(C)Cc1ccncc1	1.3	-3.6
C[C@H]1CN([C@@H](C)CO)C(=O)c2cc(NC(=O)NC3CCCCC3)ccc2O[C@@H]1CN(C)Cc1ccc(Cl)c(Cl)c1	x	-1.7
N#Cc1c(NC(=O)COc2ccc3c(-c4ccccc4)cc(=O)oc3c2)sc2c1CCC2	-0.4	-2.4
C[C@@H]1CN([C@@H](C)CO)C(=O)Cc2cc(NS(=O)(=O)c3cccs3)ccc2O[C@@H]1CN(C)C(=O)NC1CCCCC1	x	4.8
Cc1ccc(CC(C(=O)O)C(C)C(=O)Nc2ccc(F)cc2)cc1 (centres undefined)	-2.7	x
CC(=O)OC1C(C)OC(OC2C(CO)OC(OC(=O)[C@]34CCC(C)(C)CC3C3=CCC5[C@@]6(C)CC[C@H](OC7OC(CO)C(OC8OC(CO)C(OC9OCC(O)C(O)C9O)C(O)C8O)C(O)C7O)[C@@](C)(CO)C6CC[C@@]5(C)[C@]3(C)CC4)C(OC3OC(C)C(O)C(O)C3O)C2O)C(O)C1O (some centres undefined)	-4.4	-2.2
CC(Oc1ccc(Br)cc1)C(=O)NCc1ccco1 (centres undefined)	10.0	3.9

Among those listed so far, these contain bromine:
SMILES	p53 PUMA act	STK33 kin inh
COc1ccc([Si](C)(C)[C@H]2[C@H](CCn3cc(CCO)nn3)O[C@@]3(C(=O)N(C)c4c(Br)cc(C)cc43)[C@@H]2C)cc1	x	8.9
CC(Oc1ccc(Br)cc1)C(=O)NCc1ccco1 (centres undefined)	10.0	3.9

Entries of single compounds as entered above. Order of values: p53 PUMA act, STK33 kin inh
Record of COc1ccc([Si](C)(C)[C@H]2[C@H](CCn3cc(CCO)nn3)O[C@@]3(C(=O)N(C)c4c(Br)cc(C)cc43)[C@@H]2C)cc1 = x, 8.9
Record of Cc1ccc(CC(C(=O)O)C(C)C(=O)Nc2ccc(F)cc2)cc1 (centres undefined) = -2.7, x

Other compounds.
SMILES	p53 PUMA act	STK33 kin inh
C[C@H](CO)N1C[C@H](C)[C@H](CN(C)Cc2ccc(C(F)(F)F)cc2)Oc2ccc(NC(=O)Nc3ccc(F)cc3)cc2C1=O	x	0.2
C[C@@H]1CN([C@H](C)CO)S(=O)(=O)c2ccc(C#CC3(O)CCCC3)cc2O[C@H]1CN(C)C(=O)Nc1cccc(F)c1	-25.8	x
C[C@@H]1CN([C@@H](C)CO)C(=O)c2cc(NC(=O)Nc3ccc4c(c3)OCO4)ccc2O[C@@H]1CN(C)C(=O)NC1CCCCC1	-7.3	x
Cc1ccc2oc3c(c(=O)c2c1)C(c1ccc([N+](=O)[O-])cc1)N(CCCN1CCOCC1)C3=O (centres undefined)	13.1	-0.7
C[C@H](CO)N1C[C@H](C)[C@H](CN(C)C(=O)NC2CCCCC2)Oc2ccc(NS(C)(=O)=O)cc2CC1=O	-4.4	-1.2
COc1cc2c(=O)c(-c3ccc(O)cc3)coc2cc1O[C@@H]1O[C@@H](C)[C@H](O)[C@@H](O)[C@H]1O	10.4	-5.8
Cn1c(CN2CCOCC2)nnc1SCC(=O)Nc1ccc2ccccc2c1	2.0	-3.2
CCn1c(SCC(=O)Nc2ccc(F)cc2)nnc1-c1cccs1	16.6	0.2
Cc1cc(C(F)F)n2nc(C(=O)Nc3cccc(S(=O)(=O)N4CCOCC4)c3)nc2n1	-2.5	-0.2
COCC#Cc1ccc2c(c1)O[C@@H](CN(C)Cc1ccccn1)[C@H](C)CN([C@H](C)CO)S2(=O)=O	0.3	x
Nc1ccc(C(=O)Oc2ccccc2)c(O)c1	x	1.7
CC(=O)Nc1ccc(-c2nnc(SCC(=O)Nc3ccc(Cl)cc3Cl)n2C)cc1	5.6	11.2

The last 4 entries of the section above open the next one:
SMILES	p53 PUMA act	STK33 kin inh
Cc1cc(C(F)F)n2nc(C(=O)Nc3cccc(S(=O)(=O)N4CCOCC4)c3)nc2n1	-2.5	-0.2
COCC#Cc1ccc2c(c1)O[C@@H](CN(C)Cc1ccccn1)[C@H](C)CN([C@H](C)CO)S2(=O)=O	0.3	x
Nc1ccc(C(=O)Oc2ccccc2)c(O)c1	x	1.7
CC(=O)Nc1ccc(-c2nnc(SCC(=O)Nc3ccc(Cl)cc3Cl)n2C)cc1	5.6	11.2
Nc1ncnc(Sc2nc3ccccc3s2)c1[N+](=O)[O-]	-35.2	-6.2
C[C@H](CO)N1C[C@H](C)[C@@H](CN(C)C)Oc2ccc(NC(=O)C3CC3)cc2CC1=O	4.6	x
COc1ccc(NC(=O)Nc2ccc3c(c2)C(=O)N([C@@H](C)CO)C[C@H](C)[C@@H](CN(C)S(=O)(=O)c2ccc(F)cc2)O3)cc1	-2.8	-1.1
C[C@H](CO)N1C[C@H](C)[C@@H](CN(C)Cc2ccc(-c3ccccc3)cc2)Oc2ccc(NC(=O)CCN3CCOCC3)cc2CC1=O	2.0	x
O=C(NCCCCN1CCOCC1)c1cc2ccccc2o1	13.0	x
Cc1ccnc(NS(=O)(=O)c2ccc(NC(=O)c3csc4c3CCCC4)cc2)n1	3.3	-5.1
C[C@H](CO)N1C[C@H](C)[C@@H](CN(C)C(=O)Nc2cccc3ccccc23)Oc2ccc(NC(=O)Nc3cccc4ccccc34)cc2CC1=O	-9.6	x
CC1(C)Cc2c(sc3nc(SCC(=O)c4ccccc4)nc(N)c23)CS1	14.0	2.1
C[C@@H]1CN([C@@H](C)CO)C(=O)Cc2cc(NC(=O)C3CC3)ccc2O[C@@H]1CN(C)Cc1ccc(Cl)c(Cl)c1	-6.6	-0.4
COCCOC(=O)N1C(=O)[C@@]2(c3cc(C#CC4(O)CCCCCC4)ccc31)[C@H](c1ccccc1OCCO)N1[C@H](c3ccccc3)[C@H](c3ccccc3)OC(=O)[C@H]1[C@@H]2C(N)=O	x	4.6
COc1ccc(S(=O)(=O)N(C)C[C@@H]2Oc3ccc(NS(=O)(=O)c4ccc(F)cc4)cc3CC(=O)N([C@H](C)CO)C[C@H]2C)cc1	x	4.2
COc1ccc(NC(=C(C#N)C#N)C(F)(F)C(F)(F)F)cc1	-14.4	x
COc1ccc(S(=O)(=O)NCc2ccccn2)c(C)c1C	18.6	1.8
Cc1cc2nnc(SCC(=O)Nc3sc4c(c3C#N)CCC4)n2c2ccccc12	-15.0	4.1
C[C@H](CO)N1C[C@H](C)[C@H](CN(C)C(=O)Cc2ccncc2)Oc2cc(C#CC3CCCCC3)ccc2S1(=O)=O	1.6	x
C[C@H](CO)N1C[C@H](C)[C@H](CN(C)Cc2cccc(C(F)(F)F)c2)OCc2cnnn2CCCC1=O	x	2.4
Cc1noc(C)c1NC(=O)N(C)C[C@@H]1OCCCC[C@@H](C)Oc2ccc(N(C)C)cc2C(=O)N([C@H](C)CO)C[C@@H]1C	3.8	-0.1
C[C@@H]1CN([C@H](C)CO)C(=O)c2cc(NS(=O)(=O)c3cccs3)ccc2O[C@@H]1CN(C)C(=O)Nc1ccccc1	3.5	x
C[C@@H]1CN([C@@H](C)CO)C(=O)c2cccc(NS(C)(=O)=O)c2O[C@@H]1CN(C)CC1CC1	1.2	x
O=C(COc1cc(O)c2c(=O)c3ccccc3oc2c1)c1ccc(Br)cc1	-10.7	0.4
O=c1cc(-c2ccccc2)nc(SCc2nc3ccccc3[nH]2)[nH]1	-1.6	0.0
C[C@H](CO)N1C[C@H](C)[C@@H](CN(C)Cc2ccccc2)Oc2c(NS(C)(=O)=O)cccc2C1=O	15.5	x
COC(=O)CN(c1cc([N+](=O)[O-])ccc1C)S(C)(=O)=O	-7.3	-2.8
N#Cc1c(NC(=O)CCn2cnc3ccccc3c2=O)oc(-c2ccccc2)c1-c1ccccc1	2.6	1.3
C[C@@H]1CN([C@@H](C)CO)C(=O)CCCn2cc(nn2)CO[C@@H]1CN(C)S(=O)(=O)c1ccc(-n2cccn2)cc1	-1.7	-0.2
C=CCN1C(=O)[C@@]2(O[C@@H](CCO)[C@H]([Si](C)(C)c3ccc(OC)cc3)[C@H]2C)c2cc(N3CCC3=O)ccc21	x	11.1
C[C@H]1CN([C@@H](C)CO)C(=O)Cc2cc(NC(=O)Nc3ccc(F)cc3)ccc2O[C@@H]1CN(C)S(C)(=O)=O	x	-0.2
COc1cccc(C2=NN(C(=O)c3onc(-c4ccccc4Cl)c3C)C(c3ccco3)C2)c1 (centres undefined)	-1.7	0.7
Cc1noc(C)c1S(=O)(=O)Nc1ccc2c(c1)C(=O)N([C@H](C)CO)C[C@@H](C)[C@H](CN(C)C(=O)Nc1ccc(F)cc1)O2	0.8	0.3
C[C@@H]1CN([C@@H](C)CO)C(=O)Cc2cc(NC(=O)Cn3cnnn3)ccc2O[C@@H]1CN(C)C(=O)Nc1ccccc1	-8.5	0.0
C[C@H](CO)N1C[C@H](C)[C@H](CN(C)Cc2ccccc2C(=O)O)OCc2cnnn2CCCC1=O	x	-2.4
C[C@@H]1CN([C@H](C)CO)C(=O)Cc2cc(NC(=O)CCC(F)(F)F)ccc2O[C@@H]1CN(C)Cc1ccc(C(=O)O)cc1	x	-1.7
CCOC(=O)C1=C[C@@H](OC(CC)CC)[C@H](NC(C)=O)[C@@H](N)C1	x	0.1
CC(C)NC(=O)Nc1ccc2c(c1)C(=O)N([C@@H](C)CO)C[C@H](C)[C@H](CN(C)Cc1ccccc1)OCCCC[C@H](C)O2	-10.0	x
C[C@@H]1CCCCO[C@H](CN(C)Cc2ccc(C(F)(F)F)cc2)[C@@H](C)CN([C@H](C)CO)C(=O)c2cc(NS(=O)(=O)c3cn(C)cn3)ccc2O1	x	1.0
Cc1ccc([N+](=O)[O-])cc1NC(=O)c1ccc(NC(=O)C2(c3ccccc3)CCOCC2)cc1	15.4	-0.2
C[C@@H]1CN([C@H](C)CO)C(=O)c2cc(N(C)C)ccc2O[C@H]1CN(C)Cc1ccccc1	-0.2	x
C[C@@H]1CN([C@H](C)CO)C(=O)c2cccc(NS(=O)(=O)c3ccccc3)c2O[C@@H]1CN(C)C(=O)Nc1cccc2ccccc12	-12.0	x
C[C@H]1CN([C@@H](C)CO)C(=O)c2cccc(NC(=O)C3CCOCC3)c2O[C@H]1CN(C)Cc1ccc2c(c1)OCO2	-2.6	x
CNC[C@H]1Oc2ncc(-c3cccc(C(=O)N(C)C)c3)cc2C(=O)N([C@H](C)CO)C[C@H]1C	0.1	x
Cc1noc(C)c1NC(=O)N(C)C[C@@H]1OCCCC[C@H](C)Oc2ccc(NS(=O)(=O)c3cn(C)cn3)cc2C(=O)N([C@H](C)CO)C[C@@H]1C	15.6	x
Cc1noc(C)c1S(=O)(=O)N(C)C[C@H]1Oc2ccc(NC(=O)CCCN(C)C)cc2C(=O)N([C@H](C)CO)C[C@@H]1C	5.3	x
COc1ccc(NC(=O)O[C@@H](c2ccc(OCCO)cc2)[C@H](CCO)OC)cc1	x	1.4
C[C@@H]1CN([C@@H](C)CO)C(=O)Cc2cc(NC(=O)CCC(F)(F)F)ccc2O[C@H]1CN(C)S(=O)(=O)c1ccccc1	4.3	x
Cc1noc(C)c1S(=O)(=O)Nc1ccc2c(c1)CC(=O)N([C@@H](C)CO)C[C@@H](C)[C@H](CN(C)C(=O)Nc1ccc(F)cc1)O2	0.3	x
NC1=NC(=O)C(Cc2cccc(Cl)c2)S1 (centres undefined)	-5.3	x
C[C@H]1CN([C@@H](C)CO)C(=O)Cc2cc(NC(=O)CCN3CCOCC3)ccc2O[C@H]1CN(C)C	5.2	-5.1
C[C@H](CO)N1C[C@H](C)[C@H](CN(C)Cc2ccc(C(=O)O)cc2)Oc2c(NC(=O)Nc3ccc(C(F)(F)F)cc3)cccc2C1=O	-2.8	-3.2
O=C(Nc1ccc2c(c1)[C@@H]1C[C@@H](CC(=O)N3CCCCC3)O[C@@H](CO)[C@@H]1O2)C1CCC1	11.4	x
C[C@@H]1CN([C@H](C)CO)C(=O)c2cccc(NS(=O)(=O)c3ccc(Cl)cc3)c2O[C@H]1CN(C)CC1CC1	5.7	x
C[C@@H]1CCCCO[C@H](CN(C)C(=O)c2ccncc2)[C@@H](C)CN([C@H](C)CO)C(=O)c2cc(NS(=O)(=O)c3cn(C)cn3)ccc2O1	x	3.7
C[C@H](CO)N1C[C@H](C)[C@H](CN(C)C)Oc2cc(C#Cc3ccncc3)ccc2S1(=O)=O	21.7	x
C[C@H]1CN([C@@H](C)CO)C(=O)c2cc(NC(=O)Nc3ccc4c(c3)OCO4)ccc2O[C@@H]1CN(C)Cc1ccncc1	6.4	-0.6
Cc1noc(C)c1NC(=O)N(C)C[C@H]1Oc2ncc(C#CCC(C)C)cc2C(=O)N([C@H](C)CO)C[C@H]1C	-3.9	x
Cc1ccc2c(=O)c3ccccc3n(CCCN)c2c1C	-67.9	x
C[C@@H]1CN([C@@H](C)CO)C(=O)Cc2cc(N(C)C)ccc2O[C@H]1CN(C)C(=O)Nc1ccccc1	-7.5	x
CC(C)(C)NC(=O)N1CCN(c2ccc(C#N)cn2)CC1	x	-0.9
